hcDAF12 agonist – H. contortus DAF-12 activation, primary screen. activation, % at 6.8 µM. HEK293 hcDAF-12 lit1-tk-luc reporter, luminescence; 0% DMSO, 100% Δ7-dafachronic acid. 370,000 tested, 1.4% active;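 active means activation above the mean of all tested compounds plus 3 SD, cut at about 5.5% in these data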;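 further: 100% = response to 3 µM Δ7-dafachronic acid high control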
NR1D1 modulator – Rev-erb alpha (human) modulation | AID 1259318 | Rev-erbα–FITC-DNA binding, fluorescence polarization, 90 min | activity, % at 10 µM | 370,000 tested, 0.79% active | P20393;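 active means activity above about 14%, limit read from the data; passing the limit was not always enough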;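 further: 0% = DMSO wells with 35 nM protein and 100% = DMSO wells with 750 nM protein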
Target sequence (P20393 whole entry, looked up): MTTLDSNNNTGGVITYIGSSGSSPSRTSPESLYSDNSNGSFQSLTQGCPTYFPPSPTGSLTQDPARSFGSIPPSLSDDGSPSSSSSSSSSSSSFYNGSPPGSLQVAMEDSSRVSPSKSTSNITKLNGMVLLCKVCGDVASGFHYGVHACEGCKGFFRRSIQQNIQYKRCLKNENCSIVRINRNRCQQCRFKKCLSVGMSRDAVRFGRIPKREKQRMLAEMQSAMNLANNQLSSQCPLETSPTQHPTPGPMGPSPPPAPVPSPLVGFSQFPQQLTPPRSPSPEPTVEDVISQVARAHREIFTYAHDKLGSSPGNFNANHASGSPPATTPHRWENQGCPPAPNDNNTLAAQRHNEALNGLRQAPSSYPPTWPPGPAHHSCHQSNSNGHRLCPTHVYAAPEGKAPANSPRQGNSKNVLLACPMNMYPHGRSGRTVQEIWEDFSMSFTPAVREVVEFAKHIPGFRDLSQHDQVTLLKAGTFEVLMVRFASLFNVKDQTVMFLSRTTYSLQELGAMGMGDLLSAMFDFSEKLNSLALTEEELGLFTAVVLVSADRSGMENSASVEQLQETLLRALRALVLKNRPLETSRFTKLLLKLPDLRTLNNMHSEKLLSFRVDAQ
PLC-beta3 inh – PLC-beta3 (human) inhibition, primary screen. Q01970. Purified PLC-beta3, fluorogenic substrate, fluorescence. inhibition, % at 12.2 µM. 370,000 tested, 0.18% active; in the data active means inhibition above about 11%;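 further: 0% = median of compound wells on plate and 100% = full blocker control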
DAX1 inh-1 – inhibitors of human orphan nuclear receptor DAX1 (NR0B1) | P51843 | HEK293 Gal4-DAX1 luciferase reporter, luminescence | inhibition, % at 6.75 µM | 340,000 tested, 0.99% active | AID 504766;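 active means inhibition above the mean over all tested compounds plus 3 SD, cut at about 4.2% in these data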;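 further: 0% = DAX1-transfected cells with DMSO and 100% = empty-vector control cells with DMSO; inhibition shows as a rise in luminescence from relieved DAX1 repression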
Target sequence (P51843 207-470 limits assumed): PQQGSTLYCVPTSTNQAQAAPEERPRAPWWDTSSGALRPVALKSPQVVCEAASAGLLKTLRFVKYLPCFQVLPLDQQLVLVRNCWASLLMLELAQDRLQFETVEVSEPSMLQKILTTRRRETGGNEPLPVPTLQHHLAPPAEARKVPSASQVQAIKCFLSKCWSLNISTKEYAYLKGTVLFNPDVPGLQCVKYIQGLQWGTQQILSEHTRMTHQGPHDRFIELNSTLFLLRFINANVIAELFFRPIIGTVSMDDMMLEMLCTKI
PG9 binder – PG9 antibody binding by small molecule; TR-FRET gp120-PG9 antibody binding; inhibition, % at 6.7 µM; 360,000 tested, 0.43% active; AID 624416; in the data active means inhibition above about 8.5%
HGIII-sPLA2 inh – Blocks human group III sPLA2 activity; Q9NZ20; QFRET BODIPY PC-A2 liposome hydrolysis, fluorescence; inhibition, % at 12.2 µM; 370,000 tested, 0.56% active; AID 743126;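 active means inhibition above mean plus 3 SD of compounds lying within the high and low control bounds, cut at about 19% in these data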;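 further: 0% = median of test compound wells and 100% = no enzyme DMSO wells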
ssDAF12 agonist – activates DAF-12 receptor from parasite S. stercoralis; HEK293 ssDAF-12/GRIP1 lit1-tk-luc reporter, luminescence; % of 3 µM dafachronic acid response; activation, % at 6.8 µM; 370,000 tested, 1% active; AID 652126;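 active means activation above the mean over all tested compounds plus 3 SD, cut at about 0.9% in these data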;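 further: 0% = DMSO-only wells and 100% = 3 µM delta7-dafachronic acid wells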
DAX1 inh-2 – inhibitors of DAX1 repression of SF-1 activated StAR promoter; HEK293T StAR-luciferase reporter, SF-1/DAX-1 repression relief; inhibition, % at 6.8 µM; 370,000 tested, 1.1% active; AID 652010;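 active means inhibition above the mean over all tested compounds plus 3 SD, cut at about 3.6% in these data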;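 further: 0% = DAX-1 cells with DMSO and 100% = cells lacking DAX-1 with DMSO; higher inhibition means more luminescence from relief of DAX-1 repression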
hgDAF-12 ag – agonists of H. glycines DAF-12 nuclear receptor | HEK293 GAL4-hgDAF12 UAS-luciferase reporter, agonist luminescence; normalized to butyrate control | activation, % at 6.8 µM | 370,000 tested, 1.8% active | AID 687014;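 active means activation above a cutoff set at the mean of all screened compounds plus 3 SD, cut at about 10% in these data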;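 further: 0% = DMSO wells and 100% = sodium butyrate wells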
SMARCA2 activ – SMARCA2 function activation, primary screen. MG213 cells, MMTV-luciferase reporter, dexamethasone, overnight. 370,000 tested, 1% active. activation, % at 9.1 µM; in the data active means activation above about 7.8%;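 further: 0% = vehicle wells and 100% = reference activator wells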
FXN GAA850 act – increases GAA850 frataxin promoter reporter activity. HEK293 lucGAA850 FXN promoter luciferase reporter, 24 h; percent of 10 µM SAHA response. activation, % at 6 µM. 360,000 tested, 0.56% active. AID 540364;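 active means activation above the average of all compounds screened plus 3 SD, cutoff fixed separately per campaign, cut at about 7.5% in these data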;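 further: 0% = DMSO wells and 100% = 10 µM SAHA wells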
Active calls of the source: *; i = inactive; / = not tested or not shown.

compound	hcDAF12 agonist	NR1D1 modulator	PLC-beta3 inh	DAX1 inh-1	PG9 binder	HGIII-sPLA2 inh	ssDAF12 agonist	DAX1 inh-2	hgDAF-12 ag	SMARCA2 activ	FXN GAA850 act
COc1ccc(C(=O)NC(C)c2nc3ccccc3[nH]2)cc1OC (configuration not stated)	-1.1	-5	0	-0.1	0.4	8	-1.1	-0.6	-2.6	0	2.3
COC(=O)c1sc(N2C(=O)C(O)=C(C(=O)c3ccc(C)o3)C2c2cc(OC)ccc2OC)nc1C (configuration not stated)	-2.2	3	-45	-0.2	-0.9	-18	-1.5	1.0	-0.5	0	0.6
O=C(Nc1ccc(F)cc1)C1CCN(S(=O)(=O)c2cccs2)CC1	-1.4	2	0	1.8	-1.7	1	-1.0	-2.2	1.6	-3	-2.3
CCn1c(COc2ccccc2C)nnc1SCC(=O)NCc1ccccc1	-1.4	0	1	-0.8	1.9	-4	-1.5	-0.7	-2.0	-2	-2.8
Cc1cc(C)n(S(=O)(=O)/C=C/c2ccccc2)n1	-1.8	-2	2	-1.4	-2.3	-3	-0.1	-2.6	-6.1	-2	-7.7
COc1ccccc1-c1sc2ccccc2c1-c1ccc(O)cc1	-1.3	0	-161	0.0	-1.3	-8	-0.6	-0.1	-2.3	-2	2.3
CN(CCO)S(=O)(=O)c1ccc2c(c1)C(=NN)c1cc(S(=O)(=O)N(C)CCO)ccc1-2	-0.4	4	0	1.6	-13	-4	-0.8	-0.5	0.5	0	0.9
Cc1c(C(=O)OCC(=O)Nc2c(C)n(C)n(-c3ccccc3)c2=O)oc2ccccc12	-2.2	2	-1	-1.2	-2.2	-1	-1.6	-0.4	-1.7	1	0.3
CCc1ccc(NC(=S)N(CCN2CCOCC2)Cc2ccccc2F)cc1	0.1	-2	4	-0.9	-2.0	1	-1.7	-0.5	2.0	-2	2.2
CCC(C)Sc1nc2c([nH]c3ccccc32)c(=O)n1C (configuration not stated)	4.0	0	-1	1.0	-0.6	-2	3.1*	0.5	3.9	-1	3.6
Cc1cc(C)c2c(SC(C)C)nc(N)nc2n1	-2.6	4	-113	-0.3	1.1	-6	-1.8	-0.8	-0.9	-3	-0.3
CC(=O)NC(=S)Nc1sc2c(c1C(N)=O)CCC(C)C2 (configuration not stated)	3.2	1	2	5.0*	-1.6	-19	0.9	1.6	10	7	5.8
C=C1CCC(OC(C)=O)C2(C)CCC3C(C)C(=O)OC3C12O (configuration not stated)	0.0	-4	-1	-0.4	-0.5	-1	-1.4	0.1	0.7	-1	2.3
CC(=O)Nc1ccc(S(=O)(=O)C(C#N)c2nc3ccccc3nc2NCCN2CCOCC2)cc1 (configuration not stated)	0.5	0	-59	0.0	-0.7	-2	-0.3	0.5	3.3	4	0.1
CC(=O)Oc1ccc(N(C(C)=O)S(=O)(=O)c2cccs2)c2ccccc12	-0.4	2	-10	-1.2	0.4	-16	-0.8	-2.7	-4.0	-4	-1.0
Cc1cc(C)nc(NS(=O)(=O)c2ccc(NC(=O)C3CC(=O)N(c4ccccc4)C3)cc2)n1 (configuration not stated)	-0.8	-1	-1	-0.9	0.4	-3	-2.0	0.7	-1.2	8.2*	1.7
COc1ccc(S(=O)(=O)N2CCCOC2CNC(=O)C(=O)NCc2ccncc2)cc1 (configuration not stated)	-2.1	2	-7	0.5	0.6	-1	-1.3	-0.9	-0.6	0	1.1
Cc1cccc2c(C(=O)Nn3cnnc3)cc(-c3ccccc3Cl)nc12	0.0	-3	-8	-0.1	-2.0	-7	-0.3	0.3	2.3	4	1.2
O=C(Nc1ccccc1SCC1CSc2nc3ccccc3c(=O)n21)c1ccccc1Cl (configuration not stated)	-2.7	-5	-2	-1.7	0.3	7	-1.4	-0.8	-1.0	-2	1.5
Cc1nn(CCOc2cccc(Br)c2)c(C)c1[N+](=O)[O-]	-0.6	-1	-4	-0.5	-1.6	5	-1.6	-0.3	1.1	-4	1.6
COc1ccc(-n2c(SCC(=O)Nc3ccccc3)nc3c(c2=O)SCC3)cc1	-4.5	0	3	-0.8	2.8	-6	-0.8	0.3	-1.5	-1	-0.1
C[C@@H]1NS(=O)(=O)[C@H]2C[C@@H]3C=C[C@]2(O3)[C@H]1OC(=O)c1ccccc1Br	-1.4	4	1	1.0	-2.2	-10	-0.9	0.0	0.4	1	-0.1
CCOc1cc(-c2nc3ccccn3c2NCC2CCCO2)ccc1O (configuration not stated)	-1.8	1	i	-0.7	-9.9	4	-1.5	-0.6	-2.0	0	-2.6
COCCNC(=O)c1cc2oc3ccccc3c2n1C	2.3	4	-1	1.2	-0.7	-2	-0.9	0.7	6.0	5	0.3
Cc1ccc(-c2nn(-c3cccc(F)c3)cc2CNCCc2ccncc2)o1	-0.9	-1	-47	-0.4	1.3	-9	-1.5	0.1	2.9	7	-0.2
CCOc1ccc(-c2[nH]ncc2-c2ccc(OC)c(OC)c2)c(O)c1	-3.1	1	3	-3.3	-1.9	-19	-1.8	-3.2	-2.3	1	-2.5
CCOC(=O)N1CCN(CC(=O)c2ccc(O)c(C)c2O)CC1	-0.2	2	-59	1.1	-1.6	0	-0.4	1.3	-0.1	0	0.5
CCOC(=O)CSc1ccc(C(=O)N2CCN(C)CC2)cc1[N+](=O)[O-]	0.6	-1	-8	-0.8	1.0	3	-1.3	0.1	-0.9	-1	0.4
CC(C)Oc1ccc(C(=O)N2CCCC2C(=O)O)cc1 (configuration not stated)	-2.0	6	1	-1.1	-0.8	6	-1.2	0.0	-0.2	-1	-0.1
COc1ccc(C(=O)Nc2nnc(S(=O)(=O)N3CCC(C)CC3)s2)cc1OC	-2.5	3	-17	0.1	2.8	0	-0.9	-0.1	3.9	0	1.1
COc1ccc(OC(=O)Nc2ccccc2)cc1	3.2	-4	-1	1.2	0.2	-5	0.2	3.9*	6.2	3	3.9
CCCNC(=O)c1ccc(N2CCC3(CC2)CC(c2cccc(Br)c2)=NO3)c([N+](=O)[O-])c1	-4.7	-2	1	-4.0	-1.4	-19	-2.2	-1.9	-6.5	-3	-3.4
COc1ccc(NC2=NC(=S)N(c3ccc(C)cc3)C23CCCCC3)cc1	-0.8	2	1	-0.1	-0.2	3	-0.6	0.6	1.3	4	1.5
CCN(CC)C(=O)c1sc(N)c(C(=O)OC(C)C)c1C	-2.5	-3	-3	-0.2	1.2	3	-1.2	-0.4	2.6	-3	-1.0
CCOC1=C2CN(S(=O)(=O)c3ccc(C)cc3)[C@H](c3ccccc3)C[C@@H]2N(S(=O)(=O)c2ccc(C)cc2)[C@H](c2cccc(C)c2)C1	0.2	3	-5	/	-0.6	10	-1.5	-0.5	3.2	-4	/
S=c1nc(SCc2ccccc2)[nH]c2ccccc12	0.7	29*	-15	-0.6	7.2	-12	0.1	0.1	-1.2	-1	2.0

ssDAF12 agonist, hit marks shown above
compound,hcDAF12 agonist,NR1D1 modulator,PLC-beta3 inh,DAX1 inh-1,PG9 binder,HGIII-sPLA2 inh,ssDAF12 agonist,DAX1 inh-2,SMARCA2 activ
CCC(C)Sc1nc2c([nH]c3ccccc32)c(=O)n1C (configuration not stated),4.0,0,-1,1.0,-0.6,-2,3.1*,0.5,-1

(cont.)
compound	hcDAF12 agonist	NR1D1 modulator	PLC-beta3 inh	DAX1 inh-1	PG9 binder	HGIII-sPLA2 inh	ssDAF12 agonist	DAX1 inh-2	hgDAF-12 ag	SMARCA2 activ	FXN GAA850 act
C1CCC(c2nn3c(-c4n[nH]c5c4CCC5)nnc3s2)CC1	-2.9	-6	-2	-0.5	1.4	-1	-1.4	-0.5	-1.0	-2	2.5
O=C(Cn1cnc(Cl)c1Cl)c1ccccc1	-0.5	-2	-1	-0.3	0.1	-31	-0.6	-0.3	-0.1	-5	1.1
COc1cccc(/C=C/C(=O)OCC(=O)Nc2ccc3c(c2)OCCO3)c1	-1.1	5	-31	0.7	0.9	5	-1.3	0.1	-1.6	-3	-1.1
Cc1ccc(-c2noc(CNC(=O)COc3ccccc3C)n2)cc1	-0.8	-2	-10	0.2	-2.3	-11	-0.1	-0.6	-1.7	3	-0.6
COc1cccc(CC(=O)N2CCCC(CO)(Cc3ccc(F)cc3F)C2)c1 (configuration not stated)	-0.9	2	-5	-0.5	-0.5	1	-1.0	-0.1	-3.7	-2	0.0
Cc1nn(-c2ccccc2)c(/N=C/c2ccc(O)cc2)c1-c1ccccc1	0.6	-5	-60	0.0	-1.4	0	1.0*	-4.6	9.4	-1	-0.6
COc1ccc(CNCCS(=O)(=O)NCc2ccc(OC)cc2)cc1	1.2	-1	3	0.9	0.5	0	-0.6	0.9	1.7	-3	0.1
O=C(NCc1ccncc1)c1cccc(S(=O)(=O)Nc2ccc(SC(F)F)cc2)c1	-0.3	-7	-2	0.1	1.0	-20	-1.1	-2.2	-2.9	0	-0.5
C=C1C(=O)[C@@]23[C@H](O)C[C@@H]4C(C)(C)CC[C@H](O)[C@@]4(C)[C@@H]2CC[C@@H]1[C@H]3O	-3.2	-4	-5	-5.5	-0.7	3	-1.6	-2.8	-11	0	-0.5
CCOc1ccc(-n2c(C)c(C(C)=O)c3cc(O)ccc32)cc1	-3.7	-2	-7	0.4	-0.8	2	-1.3	-0.1	-2.8	-3	-5.9
CNS(=O)(=O)c1cccc(C(=O)Nc2cccnc2)c1	1.3	4	9	0.1	0.4	11	-1.1	-0.1	0.8	-1	5.2
CCOc1ccc(C(=O)Nc2ccc3c(c2)C(=O)NC3=O)cc1	-2.9	-4	2	0.9	-0.8	0	-1.1	0.1	-0.3	2	-1.4
CC1=C(C(=O)N(C(C)C)C(C)C)CC(CC(=O)NC2CCCCC2)C(=O)N1Cc1ccc(C(C)(C)C)cc1 (configuration not stated)	-2.9	2	3	/	1.8	-11	-1.8	-2.3	-1.4	-1	/
O=C1CCN(Cc2ccccc2)S(=O)(=O)c2ccc(C(F)(F)F)cc21	-2.8	-2	0	-1.9	-0.4	-14	-1.7	-1.0	-1.6	0	-1.3
COCCN1C[C@@H](CO)O[C@@H](n2cnc3c(N(C)C(C)C)ncnc32)C1	-1.1	-3	4	/	0.5	-3	-1.1	-0.4	2.8	4	-0.1
CCN(CC)S(=O)(=O)c1ccc2c(c1)nc(CCC(=O)Nc1ccc3c(c1)OCO3)n2C	-2.4	-6	-9	0.3	2.7	-1	-1.2	-0.6	0.5	-4	-0.6

Pulled by structure from above:
compound	hcDAF12 agonist	NR1D1 modulator	PLC-beta3 inh	DAX1 inh-1	PG9 binder	HGIII-sPLA2 inh	ssDAF12 agonist	DAX1 inh-2	hgDAF-12 ag	SMARCA2 activ	FXN GAA850 act
CNS(=O)(=O)c1cccc(C(=O)Nc2cccnc2)c1	1.3	4	9	0.1	0.4	11	-1.1	-0.1	0.8	-1	5.2
COc1ccc(CNCCS(=O)(=O)NCc2ccc(OC)cc2)cc1	1.2	-1	3	0.9	0.5	0	-0.6	0.9	1.7	-3	0.1
COc1ccc(OC(=O)Nc2ccccc2)cc1	3.2	-4	-1	1.2	0.2	-5	0.2	3.9*	6.2	3	3.9

Assay outcomes as filed in PubChem.
